KB-3-1 cytotox – KB-3-1 parental cell cytotoxicity. Potency, µM (highest dose often 46.1 µM), for the others: top-dose activity change, negative = cytotoxic, hits mostly cytotoxic. 400,000 compounds, 1.4% hits. KB-3-1 viability, CellTiter-Glo ATP luminescence, 72 h. AID 1347075; also: potency is read from the fitted curve at half-maximal effect; % is scaled to controls: 0 for no effect and ±100 for the full control effect; nearly all actives have a fitted effect of over 60% in size
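Cytotoxicity measured as CellTiter-Glo luminescence after 72 h at 37 C. Compound titrations were pinned onto drug-naive KB-3-1 parental adenocarcinoma cells grown in DMEM with 10% FBS, and normalized data fitted to concentration-response curves.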
WRN inhibitor – WRN helicase (human) inhibition; 360,000 compounds, 0.46% hits; AID 651768; Potency, µM (highest dose often 114 µM), inactives show at the top dose activity change, negative = inhibition, actives largely listed as inhibitors; WRN helicase unwinding, fluorescent forked duplex, kinetic; also: potency is read from the fitted curve at half-maximal effect; % is scaled to controls: 0 for no effect and ±100 for the full control effect; nearly all actives have a fitted effect of over 55% in size
Target sequence (Q14191 whole entry, looked up): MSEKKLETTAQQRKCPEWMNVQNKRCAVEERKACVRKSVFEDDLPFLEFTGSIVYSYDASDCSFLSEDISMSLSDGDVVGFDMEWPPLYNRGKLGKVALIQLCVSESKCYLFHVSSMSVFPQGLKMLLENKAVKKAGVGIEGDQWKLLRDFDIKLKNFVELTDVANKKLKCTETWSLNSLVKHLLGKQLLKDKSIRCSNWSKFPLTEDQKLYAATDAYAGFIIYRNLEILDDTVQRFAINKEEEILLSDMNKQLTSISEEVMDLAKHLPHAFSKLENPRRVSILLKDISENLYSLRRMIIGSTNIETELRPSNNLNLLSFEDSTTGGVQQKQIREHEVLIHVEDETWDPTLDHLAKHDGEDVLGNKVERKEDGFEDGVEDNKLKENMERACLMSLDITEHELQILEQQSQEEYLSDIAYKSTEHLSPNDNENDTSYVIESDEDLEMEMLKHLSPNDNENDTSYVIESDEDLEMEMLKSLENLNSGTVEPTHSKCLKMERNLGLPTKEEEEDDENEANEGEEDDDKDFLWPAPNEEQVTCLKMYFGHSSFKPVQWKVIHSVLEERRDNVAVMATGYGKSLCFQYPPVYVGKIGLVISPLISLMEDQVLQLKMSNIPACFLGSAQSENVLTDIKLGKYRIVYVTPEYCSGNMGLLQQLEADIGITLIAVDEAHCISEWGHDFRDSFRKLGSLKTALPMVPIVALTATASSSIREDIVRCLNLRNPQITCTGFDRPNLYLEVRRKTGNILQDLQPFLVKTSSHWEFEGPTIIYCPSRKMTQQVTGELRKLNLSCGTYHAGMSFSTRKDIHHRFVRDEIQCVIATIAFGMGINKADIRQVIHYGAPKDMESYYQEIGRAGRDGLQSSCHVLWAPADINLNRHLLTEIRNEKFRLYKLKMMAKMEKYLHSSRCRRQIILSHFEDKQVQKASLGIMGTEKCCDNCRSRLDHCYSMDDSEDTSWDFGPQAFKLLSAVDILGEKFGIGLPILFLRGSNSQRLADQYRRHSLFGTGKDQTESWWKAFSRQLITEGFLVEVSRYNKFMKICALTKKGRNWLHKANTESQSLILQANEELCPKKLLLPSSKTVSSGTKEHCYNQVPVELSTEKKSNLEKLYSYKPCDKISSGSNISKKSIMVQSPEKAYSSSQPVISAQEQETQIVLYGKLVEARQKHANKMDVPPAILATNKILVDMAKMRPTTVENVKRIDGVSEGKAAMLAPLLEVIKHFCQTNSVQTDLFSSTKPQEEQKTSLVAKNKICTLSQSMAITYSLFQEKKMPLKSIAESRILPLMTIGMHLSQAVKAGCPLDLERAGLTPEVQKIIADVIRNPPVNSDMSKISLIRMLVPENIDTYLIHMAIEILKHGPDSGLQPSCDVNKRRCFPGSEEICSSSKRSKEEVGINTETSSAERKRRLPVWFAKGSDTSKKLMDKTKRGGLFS
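Kinetic fluorescence helicase assay: unwinding of a quenched forked DNA duplex (100 nM final) with 2 mM ATP final raises red fluorescence (525/598 nm). Compounds sat 15 min at room temperature with 20 nM WRN beforehand.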
MCF10A rerep – DNA re-replication induction in MCF 10a cells | MCF 10A DNA re-replication, Hoechst nuclear intensity, 48 h | Potency, µM (highest dose often 46.1 µM), without a hit: at the highest dose activity, positive = re-replication, most hits filed as activators | 350,000 compounds, 2.9% hits | AID 624296; also: potency is read from the fitted curve at half-maximal effect; % of control where 0% means no effect; nearly all actives have a fitted effect of over 50% in size
SW480 rereplic – inducers of DNA re-replication in SW480 colon cancer cells; SW480 DNA re-replication, Hoechst DNA content imaging, 48 h; Potency, µM (top dose mostly 46.1 µM), inactives show at the highest dose re-replication activation, hits mostly activators; 340,000 compounds, 1.8% hits; also: potency is read from the fitted curve at half-maximal effect; % of control where 0% means no effect; nearly all actives have a fitted effect of over 55% in size
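DNA re-replication was detected as more nuclei of elevated Hoechst intensity after 48 hr exposure to compound (23 nL pinned per well of 250 cells).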
HT1080 IDH1KD tx – toxicity to HT-1080 IDH1 knockdown cells (counter line) | 360,000 compounds, 2% hits | HT-1080 IDH1 knockdown viability, ATP luminescence, 48 h | Potency, µM (titrated, usually from 46.1 µM), for the others: top-dose activity, negative = toxicity, actives largely listed as cytotoxic;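 also: potency is read from the fitted curve at half-maximal effect; 0% = DMSO wells and -100% = cell-free medium wells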
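After a 2 h attachment period, IDH1KD HT-1080 cells took pin-transferred compound for 48 h at 37 °C; ATP-based luminescence after 10 min room-temperature reagent incubation reported viability.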
ATXN2 expr inh – inhibitors of ATXN2 expression; HEK-293 ATXN2-luciferase reporter, luminescence, 24 h; AID 1745845; Potency, µM (doses to about 57 µM), for the others: top-dose activity change, negative = inhibition, actives largely listed as inhibitors; 360,000 compounds, 0.72% hits; also: potency is read from the fitted curve at half-maximal effect; % is scaled to controls: 0 for no effect and ±100 for the full control effect; nearly all actives have a fitted effect of over 55% in size
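ATXN2-luciferase reporter cells (luciferase flanked by upstream and downstream ATXN2 gene portions) were treated 24 h at 37 °C with compounds at up to 57 uM. SteadyGlo luminescence gave expression; GF-AFC fluorescence gave viability.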
HT1080NT lethal – kills 2HG-producing HT-1080-NT fibrosarcoma cells; HT-1080-NT fibrosarcoma viability, CellTiter-Glo ATP luminescence, 48 h; Potency, µM (series often up to 46.1 µM), for the others: at the highest dose activity, negative = less viability, actives largely listed as cytotoxic; 360,000 compounds, 1.6% hits; AID 686970;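 also: NT is the 2HG producing partner of a matched IDH1 knockdown line; potency is read from the fitted curve at half-maximal effect; 0% = DMSO-treated cells and -100% = media-only wells without cells; nearly all actives have a fitted effect of over 55% in size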
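Viability of the 2HG-overproducing fibrosarcoma line after 48 hours of compound exposure at 37 degrees C was determined by luminescence with CellTiter-Glo, and concentration-effect curves were then fitted and categorized.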
KB-V1 MDR tox – kills drug-selected multidrug resistant KB-V1 cells; AID 1347076; KB-V1 MDR cells viability, CellTiter-Glo, 72 h; Potency, µM (top dose mostly 46.1 µM), for inactives: at the top dose activity change, negative = cytotoxicity, hits mostly cytotoxic; 400,000 compounds, 3.4% hits; also: potency is read from the fitted curve at half-maximal effect; % is scaled to controls: 0 for no effect and ±100 for the full control effect; nearly all actives have a fitted effect of over 60% in size
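KB-V1 cells (P-gp-expressing MDR subline of KB-3-1) in phenol-red-free DMEM with 10% FBS were exposed to library compounds over a concentration series for 72 h at 37 degrees C. Viability read by CellTiter-Glo luminescence; concentration-effect curves fitted after normalization.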
IL1B secr inh – blocks inflammasome-driven IL-1 beta release. 360,000 compounds, 4.7% hits. THP-1 LPS/ATP IL-1B secretion, AlphaLISA, 16 h; active compounds read low. activity change, % at 57.5 µM; in the data active = activity change below about -50%; inconclusive = mostly about -30% to -49%; also: % is scaled to controls: 0 for no effect and ±100 for the full control effect
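THP-1 cells pretreated 1 hr with compounds (up to 57.5 uM final), then stimulated with LPS (250 ng/mL final) plus ATP (1.25 mM final); secreted IL-1B measured by AlphaLISA after 16 hr, decreased signal indicating inhibition.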
The depositor's hits bear a star; ? = inconclusive; . = no result given; & = joins results of further samples; [ ] = remark or other dose. Unless noted, calls follow the shape of the dose curve; as a rule, active = well fitted curve in the direction sought with a large enough effect; inconclusive = small, poorly fitted or top-dose-only effect, or another doubt; inactive = no such curve, though single readings can be large; an effect the other way counts as inactive or inconclusive.

SMILES | KB-3-1 cytotox | WRN inhibitor | MCF10A rerep | SW480 rereplic | HT1080 IDH1KD tx | ATXN2 expr inh | HT1080NT lethal | KB-V1 MDR tox | IL1B secr inh
Cc1ccc(CN(C(=O)c2ccccc2C)C2CCS(=O)(=O)C2)o1 (configuration not stated) | . | -13% | 1% | 6% | 24% | 2% | 2% | . | -3
CC(=O)NC(CC(=O)NNC(=O)c1cc2ccccc2cc1O)c1ccccc1 (configuration not stated) | ? | -11% | -36%[inhibitor] | ? | ? | -29% | ? | 18% | 65
O=C(C1CCN(S(=O)(=O)c2cccs2)CC1)N1CCCC(C(F)(F)F)C1 (configuration not stated) | . | -23% | 0% | 3% | -9% | 4% | 5% | . | -4
CCOCCCn1c(=O)c(NC(=O)c2ccc(OCC)cc2)c2n(c1=S)CCCCC2 | 17% | 6% | 0% | 6% | 0% | 1% | 2% | 8.2µM* | 19
CC(C)(C)OC(=O)N1CCC[C@H]1C(=O)N/N=C/c1cccc2nccnc12 | 5% | 5% | 3% | -7% | -4% | 15% | -5% | 2% | 17
CN(C)c1ccc(C(C(=O)NCC2CCCO2)N(C(=O)c2snc(C(N)=O)c2N)c2ccccc2)cc1 (configuration not stated) | 9% | 6% | ? | -19% | 11% | -14% | 11% | 2% | -3
COc1ccc(NC(=O)C2C3C=CC4(O3)C2C(=O)N(CCN2CCCCC2)C4C(=O)NC2CCCCC2)cc1 (configuration not stated) | -4% | -11% | 1% | -2% | -6% | 3% | -17% | 7% | 12
NC(=O)c1cccc(-c2coc3c(C(=O)NCc4cccnc4)cccc23)c1 | 0% | 9% | . | . | ? | -11% | -18% | -1% | 66
CCN(CC)C(=O)CN(c1cc(Cl)ccc1OC)S(=O)(=O)c1ccc(C)c([N+](=O)[O-])c1 | -19% | -14% | 4% | -1% | -9% | -11% | -5% | ? | -13
COc1cc(Cl)c(S(=O)(=O)NCc2cccnc2)cc1Cl | -3% | -2% | -6% | 4% | 1% | -1% | -2% | -10% | 26
CCOc1ccccc1N1C(=O)CC(N(O)c2ccccc2)C1=O (configuration not stated) | 10% | 0% | -2% | 2% | -9% | 2% | -3% | 0% | 7
CN(C)C(CNC(=O)c1ccc(Br)cc1)c1ccco1 (configuration not stated) | -3% | -3%[57.1 µM] | ? | -4% | 9% | 1% | 5% | 6% | 0
CCOC(CNC(=O)CN1C(=O)COc2ccc(S(=O)(=O)N3CC(C)CC(C)C3)cc21)OCC (configuration not stated) | -17% | -2% | 1% | 1% | -3% | 0% | -10% | -14% | ?
Cc1cc(C)c(NC(=O)C2CC(=O)N(c3ccc4c(c3)OCCO4)C2)c(C)c1 (configuration not stated) | 0% | -7% | -186%[0.0737 µM] | ? | -15% | -20% | 1% | -15% | -21
CCOC(=O)c1c(C)nc2sc3c(=O)n(-c4ccc(OC)cc4)cnc3c2c1-c1ccc(OC)cc1 | -4% | 7% | -2% | 1% | -4% | 2% | 7% | 0% | 33
CC(C)(C)OC(=O)N/N=C/c1ccc(N2CCOCC2)s1 | 19% | 3% | 1% | -3% | 6% | 19% | 11% | -17% | -21
O=C(CCN1C(=O)/C(=C/c2ccccc2Cl)SC1=S)Nc1ccccn1 | 0% | -5% | -7% | 0% | 0% | . | -3% | -3% | -10
Cc1ccsc1-c1ccnc(-n2cccc2)n1 | 0% | -6% | 2% | -7% | -5% | 2% | 1% | 6% | 20
C=C1CCC[C@]2(C)C[C@H]3OC(=O)C(CN4CCCCC4CO)[C@H]3CC12 (some centres not stated) | ? | 5% | ? | ? | ? | 7% | ? | -20% | .
COc1ccc(C2=NN(C(=O)CSc3nc4ncc(Cl)cc4[nH]3)C(c3ccco3)C2)cc1 (configuration not stated) | -3% | -28% | 8% | ? | -8% | 4% | ? | 1% | ?
CCOc1cc(C(=O)NCC(=O)N2CCC3(CC2)NCCc2[nH]cnc23)cc(OCC)c1OCC | 5% | 2% | 3% | -7% | 8% | 7% | 0% | 6% | -9
CCOC(=O)c1[nH]c(C)c(C(=O)Nc2ccc(Cl)cc2)c1C | -3% | -4% | -2% | 1% | 9% | 7% | 6% | -6% | 14
COc1ccc(-c2c(C)n([O-])c(C)c(-c3ccccc3)[n+]2=O)cc1OC | 4% | -7% | 12% | -2% | 7% | 0% | 14% | 2% | -9
CC(=O)Nc1ccc(C(=O)N2CCCC(c3cc(C(=O)NCc4ccccc4)no3)C2)cc1 (configuration not stated) | 0% | -2% | . | . | -8% | -17% | 0% | 0% | -14
O=C(O)CCc1nn2c3ccccc3nc2n(CCN2CCCCC2)c1=O | -17% | 2% | 0% | -6%[9.22 µM] | -3% | 5% | -5% | 19% | 33
Following part:
SMILES | KB-3-1 cytotox | WRN inhibitor | MCF10A rerep | SW480 rereplic | HT1080 IDH1KD tx | ATXN2 expr inh | HT1080NT lethal | KB-V1 MDR tox | IL1B secr inh
CC1(NC(=O)CCc2nc3ccccc3c(=O)[nH]2)CCS(=O)(=O)C1 (configuration not stated) | -1% | 12% | 0% | ? | 15% | 4% | ? | 31% | 10
COc1ccc(Nc2cc(C(=O)NCCCN3CCOCC3)c3ccccc3n2)cc1OC | 6% | -2% | 1% | 0% | -3% | 1% | -2% | 8% | -21
O=C(COc1ccc(Cl)cc1Cl)NCCC1=CCCCC1 | -6% | -3% | ? | -8% | -25% | -4% | -25% | -3% | -17
Cc1cc(NC(=O)c2noc3c2CCc2ccccc2-3)n(-c2ccccc2)n1 | 16% | 2% | -4% | -5% | 18% | -13% | 3% | ? | 16
FC(F)(F)c1cccc(Cn2nnnc2-c2ccc(Cl)cc2)c1 | ? | -6% | 7% | -6% | -28% | -10% | 11% | 15µM* | -3
CC(=O)Nc1cccc(NC(=O)COC(=O)CO/N=C(\C)c2ccc3c(c2)OCO3)c1 | 3% | -6% | ? | -2% | 5% | 11% | -8% | 1% | 11
COc1ccccc1CN1CC(C(=O)N(Cc2cnn(C)c2)C(C)C)CCC1=O (configuration not stated) | 5% | 7% | 5% | 3% | 9% | 12% | 9% | 0% | 30
CCOC(=O)c1ccc(NC(=S)N(CCCN2CCCC2)Cc2ccco2)cc1 | -4% | 5% | 15% | -3% | -18% | -3% | ? | 20% | -67*
Cc1[nH]c2ccc(C(=O)NCCN3CCOCC3)cc2c1C | -2% | -2% | -1% | ? | -4% | . | 0% | 8% | 0
CCN1C(=O)C(C)C=C(C)C=C1C (configuration not stated) | -2% | 8% | . | . | 10% | . | 1% | 0% | -6
CC(C)(CCC(=S)N1CCOCC1)c1ccccc1 | 0% | -24% | 10% | 1% | -10% | 1% | -10% | -2% | 15
Cc1ccc(CNn2cn[nH]c2=S)cc1 | 1% | -7% | -2% | -11% | 2% | . | 3% | 21% | 0
Cc1ccc(C(C)C)c(OCC(O)CNC2CCCC2)c1 (configuration not stated) | -2% | 4% | -6% | 10% | -11% | . | -12% | 16% | -51*
Cc1nc(C(F)(F)F)ccc1C(=O)N1CCC1(C)C(=O)NS(=O)(=O)c1ccccc1Cl (configuration not stated) | 1% | 7%[57.1 µM] | . | . | 1% | 0% | 23% | 0% | 28
CCCCCCCCCCCCCCCC(=O)NCCO | 0% | -1% | -1%&29% | 5%&-41% | 4% | 7%&-10% | ? | 14% | -19
CC1(C)C=Cc2cc(-c3coc4cc(O)cc(O)c4c3=O)cc(O)c2O1 | 0% | 5% | 15µM* | -9% | -12% | 32% | 0% | ? | 4
CC(=O)c1ccc(NC(=O)CSc2nnc(C3CC3)n2C2CC2)cc1 | -2% | -12% | 2% | -3% | 12% | 2% | 23% | -10% | -1
C[C@@H](NC(=O)/C(C#N)=C/c1ccc(O)c(O)c1)c1ccccc1 | 0%&-16% | -14% | -8% | 18% | ? | -17% | ? | ? | 28
O=C(NCc1ccco1)Nc1cccs1 | -5% | -32% | 10% | -1%[9.22 µM] | -3% | 6% | 16% | 0% | -1
O=C(CN1C(=O)C2CCCCC2C1=O)Nc1nc(-c2ccccn2)cs1 (configuration not stated) | ? | 6% | ? | ? | ? | ? | ? | ? | 50
NC(=O)c1ncn([C@@H]2O[C@H](CNCc3ccc(OCC(=O)Nc4ccccn4)cc3)[C@@H](O)[C@H]2O)n1 | -14% | 6% | 3% | 11% | 0% | 5% | 4% | -1% | 9
CC(=O)Oc1ccc2c(c1)OC(c1ccccc1)CC21CC(C)(C)NC(=S)N1 (configuration not stated) | 0% | -8% | 22% | 0% | -7% | -8% | -6% | ? | 2
C=CCNC(=O)CN1CCC(n2c(C)nc3cc(C(F)(F)F)ccc32)CC1 | 5% | -3% | 0% | -1% | -1% | -18% | -2% | -5% | -12
O=C(N/N=C/c1ccncc1)c1ccccc1[N+](=O)[O-] | -3% | -27%[57.1 µM] | -6% | -3% | 11% | -5%[11.3 µM] | 17% | -1% | -6
CC1CN(S(=O)(=O)c2cccc(C(F)(F)F)c2)C(C)N1C(=O)N1CCOCC1 (configuration not stated) | -9% | 0% | -6% | -18% | -9% | -9% | -6% | -26% | 14
O=C(N/N=C/c1c[nH]c2ccccc12)c1cccc(O)c1 | -8% | -3% | -10% | -10% | 4% | 31% | 6% | -8% | 0
